M5 ag: CHRM5 agonism in calcium assay. P08912. CHO-K1 hM5 cells, Fluo-8 calcium fluorescence; 0% DMSO wells, 100% maximal acetylcholine response. activation, % at 3 µM. 360,000 compounds, 0.19% hits. AID 624037;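 active means activation above the run's mean over test compounds plus 3 SD, cut at about 23% in these data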;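 further: signal is peak over basal fluorescence ratio across the kinetic read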
CHRM5 antagonist: blocks acetylcholine activation of human M5 receptor; CHO-hM5 cells, Fluo-8 calcium fluorescence, ACh EC80; inhibition, % at 3 µM; 360,000 compounds, 0.59% hits; AID 624040;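 active means inhibition above a per-plate cutoff, the mean of that plate's test compounds plus 3 SD, cut at about 27% in these data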;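 further: 0% = acetylcholine EC80 with DMSO and 100% = DMSO without agonist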
CRFR2-BP ag: agonists of human CRF-binding protein/CRF-R2 receptor complex | HEK293 CRF-R2/CRF-BP, calcium dye fluorescence (FLIPR); percent of saturating CRF peptide response | activation, % at 13.2 µM | 350,000 compounds, 0.46% hits | AID 588473;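 active means activation of at least 50%, plus an integration ratio under a set limit after plate pattern correction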;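 further: plate controls were neutral control wells without compound for no effect and CRF at EC100 for full effect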
CHRM1 antagonist: antagonists of human M1 muscarinic receptor | inhibition, % at 3 µM | 360,000 compounds, 1.3% hits | CHO-K1 hM1, Fluo-8 calcium fluorescence, ACh EC80 antagonist;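 active means percent inhibition above its own plate's cutoff, namely the mean of that plate's compound wells plus 3 SD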;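 further: peak over basal fluorescence ratio during 140 s after agonist addition; 0% = ACh EC80 plus DMSO and 100% = DMSO alone without agonist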
Target sequence (P11229 whole entry, looked up): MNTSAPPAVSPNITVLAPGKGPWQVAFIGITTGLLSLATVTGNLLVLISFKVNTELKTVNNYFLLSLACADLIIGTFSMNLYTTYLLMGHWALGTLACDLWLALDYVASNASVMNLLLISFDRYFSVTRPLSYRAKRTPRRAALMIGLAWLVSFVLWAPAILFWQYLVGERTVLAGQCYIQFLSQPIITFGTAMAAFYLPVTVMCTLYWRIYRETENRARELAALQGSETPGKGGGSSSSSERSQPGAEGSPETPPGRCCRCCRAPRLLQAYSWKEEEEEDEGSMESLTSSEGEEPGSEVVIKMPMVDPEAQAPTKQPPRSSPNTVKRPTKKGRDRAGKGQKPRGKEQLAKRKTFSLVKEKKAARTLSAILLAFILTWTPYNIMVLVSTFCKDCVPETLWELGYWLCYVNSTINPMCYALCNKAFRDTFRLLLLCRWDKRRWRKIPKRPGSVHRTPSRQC
M4 ag: agonists of human muscarinic M4 receptor (CHRM4); P08173; CHO-K1 hM4/Gqi5, Fluo-8 calcium fluorescence; vehicle 0%, full acetylcholine response 100%; activation, % at 3 µM; 360,000 compounds, 0.14% hits; AID 624127;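 active means activation above the run mean over all test wells plus 3 SD, cut at about 32% in these data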;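 further: peak over basal fluorescence ratio per well then scaled between controls; 0% = DMSO wells and 100% = acetylcholine at EC100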
Target sequence (P08173 whole entry, looked up): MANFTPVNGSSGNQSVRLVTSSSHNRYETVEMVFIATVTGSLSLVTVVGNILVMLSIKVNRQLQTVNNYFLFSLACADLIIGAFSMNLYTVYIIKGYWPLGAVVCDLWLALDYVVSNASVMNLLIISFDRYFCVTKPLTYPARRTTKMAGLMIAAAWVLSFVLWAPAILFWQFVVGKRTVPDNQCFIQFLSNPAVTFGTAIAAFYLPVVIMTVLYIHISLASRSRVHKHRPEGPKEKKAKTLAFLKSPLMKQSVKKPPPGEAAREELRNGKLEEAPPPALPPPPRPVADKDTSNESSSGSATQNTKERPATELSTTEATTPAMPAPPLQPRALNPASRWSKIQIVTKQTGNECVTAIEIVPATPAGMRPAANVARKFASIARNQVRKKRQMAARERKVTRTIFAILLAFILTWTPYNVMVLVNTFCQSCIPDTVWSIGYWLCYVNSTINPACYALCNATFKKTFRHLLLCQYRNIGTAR
M1 PAM: human CHRM1 positive allosteric modulation; P11229; CHO-K1 hM1, Fluo-8 calcium fluorescence, ACh EC20; 0% = ACh EC20, 100% = maximal ACh; activation, % at 3 µM; 360,000 compounds, 0.088% hits; AID 588819; in the data active means activation above about 19%, passing the limit was not always enough
CHRM5 PAM: potentiates acetylcholine response at human M5 receptor | 360,000 compounds, 0.3% hits | P08912 | activation, % at 3 µM | CHO-K1 hM5, Fluo-8 calcium, ACh EC20 PAM; 0% = ACh EC20, 100% = ACh EC100 | AID 624038;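 active means activation above the run cutoff, the mean activation of all test compounds plus 3 SD, cut at about 18% in these data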
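system = human M5 receptor in CHO-K1 cells | reagent = EC20 acetylcholine as agonist stimulus | compound dosing = single-point, 3 µM nominal | incubation = Fluo-8 loading 80 min at 37 °C plus 30 min room temperature | detection = Fluo-8 calcium dye fluorescence, kinetic read | benchmarks = low control EC20 acetylcholine (0%), high control EC100 acetylcholine (100%)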
CHRM4 antagonist: antagonists of human muscarinic M4 receptor (CHRM4). P08173. CHO-hM4 cells, ACh EC80, Fluo-8 calcium fluorescence. inhibition, % at 3 µM. 360,000 compounds, 0.73% hits. AID 624125;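 active means inhibition above its plate's cutoff, the mean inhibition of sample wells plus 3 SD, cut at about 27% in these data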;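 further: 0% = acetylcholine EC80 with DMSO and 100% = DMSO without agonist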
CHRM4 PAM: potentiates acetylcholine response at human M4 receptor; P08173; CHO-K1 hM4/Gqi5, Fluo-8 calcium fluorescence, ACh EC20; 0% = ACh EC20, 100% = maximal ACh; activation, % at 3 µM; 360,000 compounds, 0.4% hits; AID 624126;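 active means activation above its plate's cutoff, the mean activation of sample wells plus 3 SD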; further: some results filed as inactive read as strong as hits
Starred values were filed as active, the others as inactive.

Screening N#Cc1ccc(-c2ccc3c(c2)OCO3)nc1SCC(=O)OCc1ccccc1 returned M5 ag -3, CHRM5 antagonist -6, CRFR2-BP ag -1.1, CHRM1 antagonist 3, M4 ag -1, M1 PAM -2, CHRM5 PAM -13, CHRM4 antagonist -3 and CHRM4 PAM -7.
For Nc1nc(N)c2cc(Sc3ccc4ccccc4c3)ccc2n1 the results were M5 ag 7, CHRM5 antagonist 14, CRFR2-BP ag 2.2, CHRM1 antagonist -1, M4 ag 11, M1 PAM 17, CHRM5 PAM 6, CHRM4 antagonist 18 and CHRM4 PAM -1.
For Cc1ccc(-n2nc3c(N4CCC(C(=O)NCCc5ccco5)CC4)nnc(C)c3c2C)cc1 the results were M5 ag -8, CHRM5 antagonist 21, CRFR2-BP ag -4.1, CHRM1 antagonist -14, M4 ag -2, M1 PAM -4, CHRM5 PAM -9, CHRM4 antagonist 10 and CHRM4 PAM -4.
COC(=O)c1cc(C(=O)OC)cc(N2C(=O)CC(NNC(=O)c3ccc(C)cc3)C2=O)c1 (stereo not given) was read as M5 ag 0, CHRM5 antagonist 8, CRFR2-BP ag 4.5, CHRM1 antagonist 17, M4 ag 7, M1 PAM -3, CHRM5 PAM -13, CHRM4 antagonist -1 and CHRM4 PAM -4.
`NS(=O)(=O)c1ccc(N=Cc2ccc(Br)s2)cc1` gave M5 ag -1, CHRM5 antagonist 2, CRFR2-BP ag 4.1, CHRM1 antagonist -16, M4 ag 0, M1 PAM 12, CHRM5 PAM 0, CHRM4 antagonist 13 and CHRM4 PAM -4.
Screening CCOC(=O)CNC(=O)c1cc(OC)cc(OC)c1 returned M5 ag -3, CHRM5 antagonist -17, CRFR2-BP ag 1.6, CHRM1 antagonist -10, M4 ag 0, M1 PAM 10, CHRM5 PAM 4, CHRM4 antagonist -9 and CHRM4 PAM -3.
`Cc1ccc(-n2nnnc2SCCNS(=O)(=O)c2ccccc2)cc1C` gave M5 ag -1, CHRM5 antagonist 5, CRFR2-BP ag 0.7, CHRM1 antagonist 1, M4 ag 5, M1 PAM -12, CHRM5 PAM -13, CHRM4 antagonist 7 and CHRM4 PAM -10.
Cc1ccc(OCCn2c(=O)n(C)c3ccccc32)cc1 was read as M5 ag -9, CHRM5 antagonist -3, CRFR2-BP ag -1.6, CHRM1 antagonist 1, M4 ag 0, M1 PAM -2, CHRM5 PAM -3, CHRM4 antagonist -2 and CHRM4 PAM -10.
CCOC(=O)NC(NC(=S)Nc1ccc(OCC)cc1)C(Cl)(Cl)Cl (stereo not given) was read as M5 ag 0, CHRM5 antagonist 8, CRFR2-BP ag 1.3, CHRM1 antagonist -8, M4 ag 1, M1 PAM -1, CHRM5 PAM -14, CHRM4 antagonist 4 and CHRM4 PAM -3.
Screening Cc1c2c(c(C)n1C)C(C(=O)NC1CCCCC1)N(Cc1ccccc1)C2=O (stereo not given) returned M5 ag 0, CHRM5 antagonist -1, CRFR2-BP ag -8.7, CHRM1 antagonist -13, M4 ag 1, M1 PAM 12, CHRM5 PAM 8, CHRM4 antagonist -11 and CHRM4 PAM 12.
Screening O=C(OCc1ccc(F)cc1Cl)c1ccccn1 returned M5 ag 1, CHRM5 antagonist -8, CRFR2-BP ag -0.9, CHRM1 antagonist 0, M4 ag 1, M1 PAM 8, CHRM5 PAM 5, CHRM4 antagonist 0 and CHRM4 PAM 6.
Screening COc1cc([N+](=O)[O-])ccc1NC(=O)C[n+]1cccc(C(C)=O)c1 returned M5 ag -5, CHRM5 antagonist 2, CRFR2-BP ag 0.1, CHRM1 antagonist -9, M4 ag 0, M1 PAM 11, CHRM5 PAM -4, CHRM4 antagonist -9 and CHRM4 PAM 13.
Screening Cc1cc(C)n(CC2CC(=O)N(c3ccccc3)C2=O)n1 (stereo not given) returned M5 ag 5, CHRM5 antagonist -3, CRFR2-BP ag -1.3, CHRM1 antagonist 3, M4 ag 1, M1 PAM 9, CHRM5 PAM 4, CHRM4 antagonist -12 and CHRM4 PAM -4.
Screening Cc1noc(C)c1C(=O)NCCCN1CCCC1=O returned M5 ag 0, CHRM5 antagonist 4, CRFR2-BP ag -1.4, CHRM1 antagonist 4, M4 ag 0, M1 PAM 1, CHRM5 PAM -3, CHRM4 antagonist 0 and CHRM4 PAM 7.
`O=C(NCCOc1ccccc1)c1ccc2c(c1)S(=O)(=O)c1cc(Cl)ccc1C2=O` gave M5 ag 4, CHRM5 antagonist -6, CRFR2-BP ag 0.0, CHRM1 antagonist -2, M4 ag 0, M1 PAM 4, CHRM5 PAM 16, CHRM4 antagonist 1 and CHRM4 PAM 4.
Cc1[nH]c2ccccc2c1SCc1ccccc1 was read as M5 ag -5, CHRM5 antagonist -6, CRFR2-BP ag 1.5, CHRM1 antagonist -2, M4 ag 0, M1 PAM -6, CHRM5 PAM -6, CHRM4 antagonist -24 and CHRM4 PAM 0.
`CCCCN(CCCC)C(=S)NC(=O)c1ccccc1Cl` gave M5 ag -6, CHRM5 antagonist 4, CRFR2-BP ag -1.6, CHRM1 antagonist -2, M4 ag -3, M1 PAM -3, CHRM5 PAM -4, CHRM4 antagonist -5 and CHRM4 PAM 2.
For CC(=O)N(CCC1(c2ccc(C)cc2)CCOC(C(C)C)C1)Cc1ccco1 (stereo not given) the results were M5 ag -8, CHRM5 antagonist 8, CRFR2-BP ag 0.1, CHRM1 antagonist -5, M4 ag -1, M1 PAM 3, CHRM5 PAM 1, CHRM4 antagonist 1 and CHRM4 PAM -4.
COc1ccc(C)cc1C(=O)CCC(=O)NC1CCCCC1 was read as M5 ag 1, CHRM5 antagonist 13, CRFR2-BP ag 0.0, CHRM1 antagonist -4, M4 ag 2, M1 PAM 7, CHRM5 PAM 3, CHRM4 antagonist -15 and CHRM4 PAM 17.
For Cc1ccc(C)c(OCCC(=O)OCC(=O)NCCNC(=O)COC(=O)CCOc2cc(C)ccc2C)c1 the results were M5 ag 8, CHRM5 antagonist 34*, CRFR2-BP ag -1.4, CHRM1 antagonist 47*, M4 ag 27, M1 PAM -18, CHRM5 PAM -31, CHRM4 antagonist 38* and CHRM4 PAM -15.
For CCN(CC)S(=O)(=O)c1ccc(N2CC(C(=O)NCCc3ccc(Cl)cc3)CC2=O)cc1 (stereo not given) the results were M5 ag -2, CHRM5 antagonist 5, CRFR2-BP ag 0.5, CHRM1 antagonist 6, M4 ag 8, M1 PAM 0, CHRM5 PAM -2, CHRM4 antagonist -4 and CHRM4 PAM 7.
For S=C(NCCN1CCOCC1)Nc1ccc(Cl)cc1 the results were M5 ag -1, CHRM5 antagonist 1, CRFR2-BP ag -2.8, CHRM1 antagonist -7, M4 ag 1, M1 PAM 5, CHRM5 PAM -1, CHRM4 antagonist -8 and CHRM4 PAM -3.
For CC(C)(C)OC(=O)N1CCC[C@H]1C(=O)Nc1ccc(S(=O)(=O)C(F)F)cc1 the results were M5 ag -2, CHRM5 antagonist 8, CRFR2-BP ag -0.3, CHRM1 antagonist -16, M4 ag 2, M1 PAM 10, CHRM5 PAM 0, CHRM4 antagonist -3 and CHRM4 PAM 5.
Cc1ccc(C)c(NC(=O)COC(=O)CNC(=O)C2CCCCC2)c1 was read as M5 ag -1, CHRM5 antagonist 11, CRFR2-BP ag -0.1, CHRM1 antagonist -4, M4 ag 2, M1 PAM 9, CHRM5 PAM 2, CHRM4 antagonist 2 and CHRM4 PAM 4.
`O=C(COC(=O)c1cc([N+](=O)[O-])ccc1N1CCOCC1)Nc1c(Cl)cccc1C(F)(F)F` gave M5 ag -3, CHRM5 antagonist -5, CRFR2-BP ag -0.9, CHRM1 antagonist -4, M4 ag 1, M1 PAM 7, CHRM5 PAM -2, CHRM4 antagonist 5 and CHRM4 PAM 0.
For Cn1cc(CNCc2cn[nH]c2-c2ccc(F)cc2)c(-c2ccc3c(c2)OCCO3)n1 the results were M5 ag -1, CHRM5 antagonist -13, CRFR2-BP ag -2.0, CHRM1 antagonist -7, M4 ag 2, M1 PAM 2, CHRM5 PAM 7, CHRM4 antagonist -10 and CHRM4 PAM 2.
Screening COc1ccc(S(=O)(=O)N2CCCN(S(=O)(=O)c3ccc(OC)cc3C)CC2)c(C)c1 returned M5 ag 3, CHRM5 antagonist -8, CRFR2-BP ag 16, CHRM1 antagonist 1, M4 ag 2, M1 PAM 0, CHRM5 PAM 8, CHRM4 antagonist 2 and CHRM4 PAM -2.
For CC(Oc1cccc(Cl)c1)C(=O)NC1CC(C)(C)NC(C)(C)C1 (stereo not given) the results were M5 ag -7, CHRM5 antagonist 11, CRFR2-BP ag 1.0, CHRM1 antagonist -1, M4 ag 1, M1 PAM 1, CHRM5 PAM -5, CHRM4 antagonist 3 and CHRM4 PAM 3.
For COc1cnn(-c2cccc(C)c2)c(=O)c1Cl the results were M5 ag -3, CHRM5 antagonist 4, CRFR2-BP ag 0.4, CHRM1 antagonist -19, M4 ag 0, M1 PAM 12, CHRM5 PAM -3, CHRM4 antagonist -7 and CHRM4 PAM 5.
CCc1ccc(CNC(=O)C(=O)NCC2CCCO2)cc1 (stereo not given) was read as M5 ag 0, CHRM5 antagonist 13, CRFR2-BP ag -1.2, CHRM1 antagonist 15, M4 ag 13, M1 PAM -7, CHRM5 PAM -12, CHRM4 antagonist 1 and CHRM4 PAM -16.
For CC(SC(C)C(=O)NN=Cc1cccc(Cl)c1)C(=O)NN=Cc1cccc(Cl)c1 (stereo not given) the results were M5 ag 5, CHRM5 antagonist 6, CRFR2-BP ag -2.7, CHRM1 antagonist -1, M4 ag 1, M1 PAM 1, CHRM5 PAM 2, CHRM4 antagonist -2 and CHRM4 PAM 12.
For N/C(=N/O)c1nc(N2CCCC2)nc(N2CCCC2)n1 the results were M5 ag -2, CHRM5 antagonist 1, CRFR2-BP ag 0.4, CHRM1 antagonist -12, M4 ag 1, M1 PAM 7, CHRM5 PAM -2, CHRM4 antagonist -17 and CHRM4 PAM 16.
O=C1OCC(CC2=C(O)C(=O)OC2)=C1O was read as M5 ag 5, CHRM5 antagonist 3, CRFR2-BP ag -0.2, CHRM1 antagonist -27, M4 ag 0, M1 PAM 12, CHRM5 PAM 0, CHRM4 antagonist -3 and CHRM4 PAM 5.
For CCS(=O)(=O)Nc1cccc(-c2cc(-c3ccccc3)c3cc(C)ccc3n2)c1 the results were M5 ag -3, CHRM5 antagonist 5, CRFR2-BP ag 0.4, CHRM1 antagonist 1, M4 ag -1, M1 PAM -3, CHRM5 PAM -10, CHRM4 antagonist 16 and CHRM4 PAM -23.

Retrieved by compound from the list above:
Cc1[nH]c2ccccc2c1SCc1ccccc1 was read as M5 ag -5, CHRM5 antagonist -6, CRFR2-BP ag 1.5, CHRM1 antagonist -2, M4 ag 0, M1 PAM -6, CHRM5 PAM -6, CHRM4 antagonist -24 and CHRM4 PAM 0.
CCOC(=O)NC(NC(=S)Nc1ccc(OCC)cc1)C(Cl)(Cl)Cl (stereo not given) was read as M5 ag 0, CHRM5 antagonist 8, CRFR2-BP ag 1.3, CHRM1 antagonist -8, M4 ag 1, M1 PAM -1, CHRM5 PAM -14, CHRM4 antagonist 4 and CHRM4 PAM -3.
For CCN(CC)S(=O)(=O)c1ccc(N2CC(C(=O)NCCc3ccc(Cl)cc3)CC2=O)cc1 (stereo not given) the results were M5 ag -2, CHRM5 antagonist 5, CRFR2-BP ag 0.5, CHRM1 antagonist 6, M4 ag 8, M1 PAM 0, CHRM5 PAM -2, CHRM4 antagonist -4 and CHRM4 PAM 7.

From PubChem
